# Rat MKP-3 inhibitors: MKP-3 phosphatase inhibitors, primary screen, biochemical, rat enzyme, in vitro (AID 425); one-dose inhibition, % at 20 µM; IC50 in µM for titrated hits; recombinant MKP-3 phosphatase activity, fluorescence; higher % means a stronger effect; actives 0.17% (n = 110,000); in the data active = inhibition above about 50%;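 note: plate controls were vehicle for no effect and reference inhibitor for full effect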
# Hsp70 inhibitors: Hsp70 inhibitors, probe displacement, primary screen, biochemical, fluorescence polarization (AID 583). Hsp70 fluorescence polarization probe displacement, mP; higher % means a stronger effect. actives 0.06% (n = 140,000). displacement, % at 20 µM; hits with a dose series show IC50 in µM. Heat shock 70 kDa protein 1A (Homo sapiens); in the data active = displacement above about 50%;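 note: plate controls were vehicle for no effect and reference ligand for full effect; a part of the inactive calls stands beside numbers as strong as those of hits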
# The depositor's hits bear a star; . = not tested or not shown; & = joins results of further samples. A portion of the library (hit frequency here may not be typical).
SMILES,Rat MKP-3 inhibitors,Hsp70 inhibitors
C[n+]1ccc2c(c1)ncn2Cc1ccccc1,5%,2.6%
CC(C)=C1C2C=CC1C1C(=O)NC(=O)C21 (centres undefined),0%,-6.8%
Cc1ccc(S(=O)(=O)N2CCOCC2)c2nsnc12,.,-2.8%
O=C1c2ccccc2C(=O)N1c1ccc2nc(SCc3ccc([N+](=O)[O-])cc3)sc2c1,8%,-0.7%
CCOC(=O)N1CCN(CC(O)COCc2ccccc2)CC1 (centres undefined),.,-7.5%
Cc1cnc(C(=O)Nc2ccccc2F)cn1,.,9.2%
Cc1cc2c(cc1C)-c1nnc(-c3ccco3)n1C(C)(C)C2,-1%,-2.8%
COC(=O)c1cc(Br)c(=O)n(CCN2CCCCC2)c1,-8%,1.0%
COC(=O)C(NC(=O)C(NC(=O)c1ccccc1)C(C)C)C(C)C (centres undefined),-2%,1.2%
COc1ccc2c(c1)C(=O)/C(=C/c1cccc(I)c1)CC2,0%,1.3%

# Reprinted from the part before: seven compounds, followed by the next part.
SMILES,Rat MKP-3 inhibitors,Hsp70 inhibitors
O=C1c2ccccc2C(=O)N1c1ccc2nc(SCc3ccc([N+](=O)[O-])cc3)sc2c1,8%,-0.7%
CCOC(=O)N1CCN(CC(O)COCc2ccccc2)CC1 (centres undefined),.,-7.5%
Cc1cnc(C(=O)Nc2ccccc2F)cn1,.,9.2%
Cc1cc2c(cc1C)-c1nnc(-c3ccco3)n1C(C)(C)C2,-1%,-2.8%
COC(=O)c1cc(Br)c(=O)n(CCN2CCCCC2)c1,-8%,1.0%
COC(=O)C(NC(=O)C(NC(=O)c1ccccc1)C(C)C)C(C)C (centres undefined),-2%,1.2%
COc1ccc2c(c1)C(=O)/C(=C/c1cccc(I)c1)CC2,0%,1.3%
CCOC(=O)c1c(NC(=O)CCC(=O)N2CCOCC2)sc2c1CC(C)(C)OC2,.,-6.0%
COC(=O)C1=C(C(=O)c2ccccc2)C(c2ccc(OC)c(OC)c2)Nc2nnnn21 (centres undefined),-4%,-3.5%
CCc1ccc(C(=O)O/N=C(\N)c2ccccn2)cc1,-1%,4.5%
Cc1cccc(NC(=O)c2cc3ccccc3oc2=O)n1,-1%,-3.5%
CCOC(=O)c1c(NC(=O)c2cc(OC)c(OC)c(OC)c2)sc2c1CCC(C)C2 (centres undefined),0%,-0.1%
CC1=C(C(=O)Nc2ccc(C)cc2)C(c2ccco2)NC(=O)N1 (centres undefined),.,-1.5%
CC1(C)CC(=O)C=C(Nc2ccc3c(c2)CCC3)C1,-3%,0.7%
CCOC(=O)Nc1ccc(S(=O)(=O)N2CCOCC2)cc1,10%,7.2%
COc1ccc(-c2nn(-c3ccccc3)cc2/C=C/C(=O)c2ccccc2)cc1Br,1%,1.5%
COC(=O)C1=C(C)NC2=C(C(=O)CCC2)C1c1cccc(C)n1 (centres undefined),-17%,2.8%
CCN(CC)S(=O)(=O)c1ccc2oc(C(=O)Nc3ccc(OC)cc3OC)c(C)c2c1,2%,9.1%
NS(=O)(=O)c1ccc(S(=O)(=O)N(Cc2ccccc2F)CC2CCCO2)cc1 (centres undefined),-3%,-0.5%
Cc1c(NC(=O)CN2C(=O)c3ccccc3S2(=O)=O)c(=O)n(-c2ccccc2)n1C,.,3.6%
Cc1ccc(N(CC(=O)Nc2ccc(C)cn2)S(=O)(=O)c2c(C)nn(C)c2C)cc1,-7%,0.6%
C[C@H](C(=O)C=[N+]=[N-])N1C(=O)c2ccccc2C1=O,-9%,-4.7%
CCOC(=O)C1=C(N)Oc2c(oc(CO)cc2=O)C1c1ccc(F)cc1 (centres undefined),.,8.2%
Cc1cccc(OCc2nc(-c3ccc([N+](=O)[O-])cc3)no2)c1,2%,-6.8%
COc1ccc(NC(=O)CC2CCC2)cc1,-6%,2.5%
NC(=O)C1CCN(C2CC(=O)N(Cc3ccc(N4CCCC4=O)cc3)C2=O)CC1 (centres undefined),.,-5.3%
COC(=O)c1ccc(NC(=O)CSc2nc3ccccc3c(=O)[nH]2)cc1,.,7.6%
COc1cccc(C(C(=O)NC2CCCCC2)N(CC2CCCO2)C(=O)CNC(=O)c2ccco2)c1 (centres undefined),.,3.3%
CC(C)Cc1ccc(C(C)C(=O)Nc2ccc(O)cc2)cc1 (centres undefined),3%,-5.5%
Cc1ccc2c(c1)N(C(=O)CCC(=O)N1CCc3ccccc3C1)CCO2,-2%,.
CCOC(=O)N1CCC(N2Cc3cccc(C(=O)Nc4cc(F)ccc4F)c3C2=O)CC1,-3%,-1.8%
COc1ccc(CCCc2nnc(SCC(=O)Nc3nccs3)n2C)cc1C,-7%,0.9%
Cn1cc(C(=O)N/N=C/C=C(\Br)c2ccccc2)ccc1=O,0%,3.3%
O=C(NCCc1ccccc1)c1nc2c(nnn2Cc2ccccc2Cl)c(=O)[nH]1,-15%,-5.5%
O=C(NCc1ccco1)c1n[nH]c(=O)c2ccccc12,.,-3.4%
COc1ccc(C(=O)Nc2cc(Cl)ccc2Cl)cc1NC(=O)C(c1ccccc1)c1ccccc1,-4%,-0.2%
O=C(NCc1cccs1)C1CCN(S(=O)(=O)c2ccc(Br)s2)CC1,1%,.
O=S(=O)(c1ccccc1)N1CCN(c2ncnc3sc(-c4ccccc4)cc23)CC1,-9%,0.0%
COc1ccc(COc2ccc3c(C)cc(=O)oc3c2)cc1,-6%,2.0%
COc1cc(N/N=C/c2ccncc2)ncn1,-2%,4.6%
COc1ccc(CNC(=O)c2c(C)nc3ccccn23)cc1,.,-0.8%
CCOC(=O)Cn1cc(C(=O)OC)c2ccccc21,-12%,-3.5%
Cc1ccc2oc(=O)n(CCCOc3ccccc3)c2c1,2%,-4.5%
Cc1ccc(N(CC(=O)N2CCN(c3ccc(F)cc3)CC2)S(=O)(=O)c2c(C)nn(C)c2C)cc1,-3%,-4.1%
O=C(NCc1ccco1)c1ccc2c(=O)n(CC3CCCO3)c(=S)[nH]c2c1 (centres undefined),1%,4.3%
Cc1nc2ccccc2c(=O)n1NC(=O)Nc1ccccc1,0%,-0.4%
Cn1nc(-c2ccccc2)c(-c2nc(-c3ccc(Cl)cc3)no2)c1Cl,.,2.5%
COc1ccc(C(=O)CN2C3=NCCCN3c3ccccc32)cc1OC,-7%&0%,3.7%
CN(CC(=O)NCC1CCCO1)S(=O)(=O)c1cc(Cl)ccc1Cl (centres undefined),2%,0.2%
COC1(OC)C(/C=C/c2ccc(Cl)cc2)C(C#N)(C#N)C1(OC)OC (centres undefined),.,0.9%
O=C(CN1CCN(C(=O)c2cccs2)CC1)NC1CCCCC1,-1%,6.3%
CCCCOc1ccc(-c2nc(-c3ccccc3Cl)no2)cc1,2%,1.2%
Cc1ccc(CC2CC(=O)N(CCc3ccc4c(c3)OCO4)C2=O)cc1 (centres undefined),4%&-3%,5.2%&-1.8%
CS(=O)(=O)N1CCCC(C(=O)N2CCOCC2)C1 (centres undefined),-3%,-5.6%
CCOC(=O)C(C(C)=O)c1cc(NS(=O)(=O)c2ccc(C)cc2)c2ccccc2c1NS(=O)(=O)c1ccc(C)cc1 (centres undefined),-1%,1.9%
CSc1nc2nc3c(cn2n1)C(=O)CC(c1ccccc1)C3 (centres undefined),.,-0.5%
Cc1ccc(NC(=O)Cn2nc(C(F)(F)F)c3c2CCC3)cc1,.,4.3%
# More compounds:
SMILES,Rat MKP-3 inhibitors,Hsp70 inhibitors
COCCCN1C(=O)C(=O)/C(=C(/O)c2ccc(OC(C)C)cc2)C1c1cccnc1 (centres undefined),-3%,2.9%
C=CCOc1ccc(Cl)cc1C(=O)O,-15%,-0.3%
COc1ccc(C=NCC2OCCc3ccccc32)c(OC)c1 (centres undefined),0%,-2.0%
C=CCn1c(CC(=O)OC)csc1=Nc1ccc(C(C)=O)cc1,-1%,0.5%
CC(=O)N(C)c1ccc(NC(=O)c2cccs2)cc1,2%,-5.6%
COc1ccccc1C(=O)Nc1ccc(-c2cc3ccccc3oc2=O)cc1,-1%,-0.8%
COc1ccc(-c2cc(C(=O)Nc3ccccc3F)c3ccccc3n2)c(OC)c1,3%,-3.4%
CCCc1[nH]nc2c1C(c1ccc(Br)s1)C(C#N)=C(N)O2 (centres undefined),3%,1.8%
O=C(CSc1nnnn1-c1ccccc1)NCc1ccco1,.,0.5%
O=S(=O)(NCC1CCN(S(=O)(=O)c2ccccc2)CC1)c1ccccc1,-1%,2.7%
COC(=O)C(C)Oc1ccc2c3c(c(=O)oc2c1)CCCCC3 (centres undefined),-5%,-1.1%
COC(=O)c1cc(OC)c(OC)cc1NC(=O)c1ccc(Br)o1,10%,0.4%
COC(=O)c1cc(C(=O)NC2CCSC2=O)cc([N+](=O)[O-])c1 (centres undefined),1%,-0.3%
CCOc1ccc2nc(NC(=O)Nc3ccccc3)sc2c1,.,2.3%
N#Cc1c(N)n(-c2cccc(O)c2)c2nc3ccccc3nc12,-11%,-2.3%
Cc1ccc2c(c1)nnn2C1CCN(S(C)(=O)=O)CC1,-5%,-3.7%
CC1CCN(S(=O)(=O)c2ccc(NC(=O)CSc3ncccc3C(=O)O)cc2)CC1,-3%,6.3%
CC1CCCC/C1=N/Nc1ccc([N+](=O)[O-])cc1[N+](=O)[O-] (centres undefined),.,8.9%
CCn1c2ccccc2c2cc(NC(=O)c3cccnc3)ccc21,0%,2.5%
CCCCOc1ccc(CSc2ncn[nH]2)cc1,-11%,4.8%
O=c1c2ccccc2nc2n1CCCCC2,-3%,3.8%
COc1ccc(CN2CCN(c3c4c(c(C#N)c5nc6ccccc6n35)CCC4)CC2)cc1,1%,-2.2%
Cc1ccc(S(=O)(=O)Cn2nnnc2CN2CCCC3(CCCCC3)C2)cc1,-13%,-4.9%
CCCCN(CC)c1nc(N)c(C#N)c(CC#N)c1C#N,.,-16%
CN(C)CC(=O)C12CC3CCC(CC(C3)C1)C2,2%,-2.2%
CC(Oc1cccc(Cl)c1)C(=O)Nc1nncs1 (centres undefined),4%,-1.7%
COC(=O)C(C(=O)Nc1ccc(OC)cc1)C1CCCCCC1 (centres undefined),0%,2.3%
CCC(C)C(=O)Nc1nc(-c2ccc3c(c2)NC(=O)CO3)cs1 (centres undefined),.,-0.2%
CCn1c(=O)c(C(=O)CN2CCCc3ccccc32)c(N)n(Cc2ccccc2)c1=O,-7%,4.2%
O=C(CCNC(=O)c1ccc(Br)o1)NCc1ccccc1Cl,4%,2.3%

# Sorted by value in Rat MKP-3 inhibitors (highest first): some entries from above
SMILES,Rat MKP-3 inhibitors,Hsp70 inhibitors
COc1ccc(CN2CCN(c3c4c(c(C#N)c5nc6ccccc6n35)CCC4)CC2)cc1,1%,-2.2%
O=c1c2ccccc2nc2n1CCCCC2,-3%,3.8%
CCn1c(=O)c(C(=O)CN2CCCc3ccccc32)c(N)n(Cc2ccccc2)c1=O,-7%,4.2%

# Full records, looked up by structure. Screens in order: Rat MKP-3 inhibitors | Hsp70 inhibitors
# COC(=O)C(C(=O)Nc1ccc(OC)cc1)C1CCCCCC1 (centres undefined) across the screens: 0% | 2.3%
# CC(Oc1cccc(Cl)c1)C(=O)Nc1nncs1 (centres undefined) across the screens: 4% | -1.7%
# COc1ccc(CN2CCN(c3c4c(c(C#N)c5nc6ccccc6n35)CCC4)CC2)cc1 across the screens: 1% | -2.2%
# CCCCN(CC)c1nc(N)c(C#N)c(CC#N)c1C#N across the screens: . | -16%
# Cc1ccc(S(=O)(=O)Cn2nnnc2CN2CCCC3(CCCCC3)C2)cc1 across the screens: -13% | -4.9%

# Continuation.
SMILES,Rat MKP-3 inhibitors,Hsp70 inhibitors
O=C(Nc1cccnc1)c1cccc(NC(=O)c2ccco2)c1,1%,0.9%
O=C(COC(=O)Cn1c(C(F)(F)F)nc2ccccc21)Nc1ccc2c(c1)OCCO2,.,5.5%
COc1cc(/C=C2\C(=O)NC(=O)N(c3ccc(C)cc3)C2=O)ccc1OCc1ccc([N+](=O)[O-])cc1,3%,-0.7%
Cc1ccc(S(=O)(=O)ON=C2C=CC(=O)C=C2)cc1,9%,7.1%
Cn1c(C(=O)Nc2ccc3c(c2)OCO3)cc2c(=O)n(C)c3ccccc3c21,3%,2.2%
O=C(c1ccco1)N1CCN(C(c2cccs2)c2nnnn2C2CCCCC2)CC1 (centres undefined),-7%,3.0%
COc1ccc(CCNC(=O)CC(=O)N/N=C/c2ccco2)cc1OC,0%,2.1%
O=c1nc(N2CCCCC2)nc2n1CCO2,-11%,4.5%
Cc1ccc(CNC(=O)CC2C(=O)Nc3c2c(=O)n(C)c(=O)n3Cc2ccccc2)cc1 (centres undefined),.,1.0%
Cc1c(-n2cc(C(=O)c3ccccc3O)cc(C#N)c2=O)c(=O)n(-c2ccccc2)n1C,-15%,0.8%
Cc1onc(-c2c(Cl)cccc2Cl)c1C(=O)N1CCc2ccccc2C1,.,6.9%
CC(C)Cn1c(N)c(C(=O)COC(=O)c2ccncc2)c(=O)n(C)c1=O,-7%,-2.8%
COc1cccc(C(=O)N2CCN(c3ncccn3)CC2)c1,2%,-2.0%
CN(Cc1ccccc1)Cc1nc2c(c(=O)n(C)c(=O)n2C)n1Cc1ccc(F)cc1,3%,3.4%
CCCCCCOc1ccc(C(CC(=O)O)C(N)=O)cc1 (centres undefined),7%,-1.1%
CC(O)(C#CCN1CCOCC1)c1ccccc1 (centres undefined),-5%,-5.7%
Cc1cc(C)cc(N2C(=O)NC(=O)/C(=C\c3cc(Br)c(O)c([N+](=O)[O-])c3)C2=O)c1,2%,0.4%
O=C1CN(Cc2ccccc2)C(=NCc2ccco2)S1,-4%,1.2%
Cc1ccc(S(=O)(=O)N[C@@H](C)C(=O)N2CCC(C(=O)N3CCC[C@H]3C(=O)O)CC2)cc1,-6%,1.1%
COc1cccc(NS(=O)(=O)c2ccc(NC(C)=O)cc2)c1,1%,-1.1%
COC(=O)C1=C(O)/C(=C/c2cc(C)n(-c3cc(Cl)ccc3Cl)c2C)N=C1C,5%,-1.4%
